Source: PubChem BioAssay (several laboratories)
Efflux pump mplx: inhibitors of Candida efflux pumps in yeast, primary screen, S. cerevisiae, Nile Red, multiplex. S. cerevisiae Candida pump triplex. inhibition, % at 10 µM. 330,000 tested, 0.44% active. AID 485275, 2010;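 active = plate passing quality check with inhibition over a set limit, or well fluorescence over plate mean plus 4 SD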;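 also: Nile Red retained in pooled yeast measured as flow cytometry median fluorescence; 0% = buffer negative control and 100% = Enniatin B positive control; higher means more Nile Red kept so more efflux inhibition; some compounds called inactive have numbers as strong as hits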
EBNA-1 inhibitor: EBNA-1 DNA-binding inhibitors, primary screen, biochemical, fluorescence polarization. 300,000 tested, 0.34% active. inhibition, % at 14.8 µM. AID 1950, 2009; in the data active = inhibition above about 28%
Fh CTSL1 inh: Fasciola hepatica cathepsin L1 inhibitors, primary screen, counter-screen for PFM18AAP inhibitor project, biochemical, QFRET, fluorogenic peptide substrate; AID 1906, 2009; 300,000 tested, 0.49% active; inhibition, % at 5.96 µM; recombinant F. hepatica cathepsin L1, Z-Leu-Arg-MCA fluorescence;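 active = inhibition above the mean of all tested compounds plus 3 SD, set per screening campaign, cut at about 17% in these data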;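 also: 0% = plate median of test compound wells and 100% = 1 µM Z-Phe-Ala-diazomethylketone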
ZTA DNA inh: blocks Epstein-Barr virus ZTA, an EBNA-1 counter-screen; P03206; ZTA-DNA binding, fluorescence polarization; inhibition, % at 11 µM; 320,000 tested, 0.15% active; in the data active = inhibition above about 33%
TPT1 inhibitor: Candida albicans TPT1 enzyme inhibitors, primary screen, biochemical, fluorescence polarization. recombinant caTPT1, FP RNA substrate dephosphorylation. inhibition, % at 5 µM. 300,000 tested, 0.81% active. AID 1962, 2009. tRNA 2'-phosphotransferase TPT1 (Candida albicans SC5314);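 active = inhibition above the mean of all tested compounds plus 3 SD, set per screening campaign, cut at about 24% in these data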;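 also: plate controls were DMSO alone for no effect and ferristatin control at 100 nM for full effect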
HCV core dimer: inhibitors of HCV core protein dimerization, primary screen, biochemical, TR-FRET, high-throughput; TR-FRET GST/Flag-core106 dimerization, 1536-well; inhibition, % at 5 µM; 300,000 tested, 0.33% active; AID 1899, 2009;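 active = inhibition above the mean of all tested compounds plus 3 SD, set per screening campaign, cut at about 45% in these data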
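System – GST-tagged and Flag-tagged HCV core protein residues 1-106 · Repeats – one well for each compound · Technique – TR-FRET 671 and 617 nm emission · Doses – one concentration, 5 µM, in 0.5% DMSO · Times – 4 h, 22.5 °C incubation · Also added – Eu donor and XL665 acceptor anti-tag antibodies · Measure – percent inhibition of core106 dimerization signal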
PP1 inh: PP1-alpha phosphatase inhibitors, primary screen, counter-screen for PP5 inhibitor project, biochemical, fluorescence, OMFP substrate, single point; inhibition, % at 6.7 µM; AID 2235, 2010; 320,000 tested, 0.9% active; purified PP1alpha;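 active = inhibition above the mean inhibition of all tested compounds plus 3 SD, computed separately for each screening campaign, cut at about 15% in these data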
Target sequence (P62136 whole entry, looked up): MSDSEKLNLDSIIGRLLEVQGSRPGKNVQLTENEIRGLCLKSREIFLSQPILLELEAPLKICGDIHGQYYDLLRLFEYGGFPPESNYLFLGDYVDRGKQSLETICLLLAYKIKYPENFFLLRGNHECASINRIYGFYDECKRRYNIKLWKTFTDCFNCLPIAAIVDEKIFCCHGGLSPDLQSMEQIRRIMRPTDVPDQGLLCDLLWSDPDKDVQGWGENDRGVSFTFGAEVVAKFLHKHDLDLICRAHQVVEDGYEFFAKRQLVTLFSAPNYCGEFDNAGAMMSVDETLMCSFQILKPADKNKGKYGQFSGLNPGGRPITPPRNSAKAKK
PP5 primary: PP5 phosphatase inhibitors, primary screen, biochemical, fluorescence; AID 1987, 2009; inhibition, % at 6.7 µM; 320,000 tested, 0.18% active; purified PP5c, OMFP substrate fluorescence;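 active = inhibition above the campaign's mean inhibition across all tested compounds plus 3 SD, cut at about 9.5% in these data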;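 also: 0% = DMSO only and 100% = 100 µM cantharidin control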
PREPL inhibitor: PREPL enzyme inhibitors, primary screen, biochemical, fluorescence polarization | Prolyl endopeptidase-like (Homo sapiens), Q4J6C6 | AID 2751, 2010 | inhibition, % at 5.96 µM | recombinant PREPL, fluorescence polarization activity-based probe | 320,000 tested, 0.68% active; in the data active = inhibition above about 43%;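 also: 0% = enzyme with DMSO and 100% = wells lacking enzyme; many of its hits are not listed in these tables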
Target sequence (Q4J6C6 whole entry, looked up): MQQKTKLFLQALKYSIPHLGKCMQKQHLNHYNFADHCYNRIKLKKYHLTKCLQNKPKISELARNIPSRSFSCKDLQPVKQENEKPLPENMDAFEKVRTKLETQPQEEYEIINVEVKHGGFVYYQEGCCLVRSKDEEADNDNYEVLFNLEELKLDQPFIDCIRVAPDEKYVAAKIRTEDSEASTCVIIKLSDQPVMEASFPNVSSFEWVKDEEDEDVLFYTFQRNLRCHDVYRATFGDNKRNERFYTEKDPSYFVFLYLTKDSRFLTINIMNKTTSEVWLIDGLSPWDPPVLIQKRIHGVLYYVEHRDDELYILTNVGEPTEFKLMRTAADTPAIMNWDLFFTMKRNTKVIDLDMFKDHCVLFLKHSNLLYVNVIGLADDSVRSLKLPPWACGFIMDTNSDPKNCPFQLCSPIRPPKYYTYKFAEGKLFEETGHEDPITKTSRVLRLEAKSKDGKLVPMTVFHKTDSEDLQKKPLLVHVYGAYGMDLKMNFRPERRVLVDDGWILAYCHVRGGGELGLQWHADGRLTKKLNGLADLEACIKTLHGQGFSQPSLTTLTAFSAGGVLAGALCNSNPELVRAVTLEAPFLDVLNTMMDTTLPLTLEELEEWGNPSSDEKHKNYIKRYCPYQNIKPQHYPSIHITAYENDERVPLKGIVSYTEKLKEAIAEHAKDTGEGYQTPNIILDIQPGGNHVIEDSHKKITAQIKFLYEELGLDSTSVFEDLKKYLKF
The depositor's hits bear a star; · = not tested or not shown.

structure	Efflux pump mplx	EBNA-1 inhibitor	Fh CTSL1 inh	ZTA DNA inh	TPT1 inhibitor	HCV core dimer	PP1 inh	PP5 primary	PREPL inhibitor
CCCCCOc1ccc(C(=O)CCC(=O)N2CCCC2)cc1	0.2	-8	-2	-7	0	-5	-1	-0.8	-6
COc1ccccc1C(=O)Nc1ccc2c(c1)OCO2	0.0	-5	-2	-10	1	-6	-2	1.2	18
COc1ccc(-n2c(Cc3cccn3C)nnc2SCC(=O)Nc2ccc(F)cc2F)cc1	-0.2	-8	-1	-4	0	-3	2	2.1	7
Cc1ccc(S(=O)(=O)CCC(=O)OCC(=O)NCCc2ccccc2)cc1	0.0	2	-49	8	0	-2	2	-1.1	1
Oc1ccc(C[C@H]2CNCCN2CC2CCCCC2)cc1	-0.2	-4	1	9	0	-18	-4	-2.0	5
COc1ccc(NC(=O)CCS(=O)(=O)c2cccc3nonc23)c(OC)c1	-0.1	4	-5	-10	-1	1	-2	1.2	-3
COc1cc(/C=N/NC(=O)c2ccncc2)cc2c1OCO2	-0.2	19	4	-5	0	3	-2	0.9	-7
COC(=O)CNC(=O)c1cn(CC(C)C)c(=O)c2cc(OC)c(OC)cc12	-0.2	1	-2	-22	-4	-6	0	0.9	-7
COC(=O)C(CCCN1C(=O)c2ccccc2C1=O)(NC(C)=O)c1nn[nH]n1 (stereo not given)	-0.2	-4	-2	2	0	-3	4	-0.8	0
CN(C(=O)CN1C(=O)C2C3CC(C(Br)C3Br)C2C1=O)C1CCCCC1 (stereo not given)	-0.1	-1	-1	12	3	12	-1	1.8	-4
CCOc1ccc(OCCCCn2ccnc2)cc1	0.0	1	-1	-8	-2	-7	-1	1.9	-3
CCOC(=O)c1c(-c2ccc(-c3ccccc3)cc2)csc1NC(=O)c1cccc(N2C(=O)CCC2=O)c1	-0.2	13	0	11	0	28	1	-0.2	0
O=C(Nc1ccccc1)c1cccc(S(=O)(=O)N2CCCCC2)c1	-0.1	9	-1	14	1	2	2	1.1	-2
COc1ccc(Cl)cc1C(=O)Nc1ccc(NC(=O)c2ccco2)cc1	0.0	-4	1	0	-1	4	1	4.7	-1
Brc1cc(Br)c(Oc2cc(Br)c(Br)cc2Br)cc1Br	0.6	·	·	1	·	·	-6	2.2	7
CN(C)C(=O)c1ccc(NC(=O)CSc2nnc(-c3cccs3)n2N)cc1	0.1	·	·	-18	·	·	1	0.2	7
COc1ccc2nc(SCC(=O)N3CCCCCC3)c(C#N)cc2c1	-0.1	-8	-1	-4	4	13	0	-0.1	-1
CNc1ccc(/C=C2\CSc3ccccc3C2=O)cc1[N+](=O)[O-]	0.1	6	2	-6	-2	4	0	-0.2	19
COc1ccccc1NC(=O)c1ccc(NS(=O)(=O)c2cccc3cccnc23)cc1	0.7	-9	-8	-14	2	0	7	5.3	-3
CC(=O)N1N=C(c2ccc(C)o2)CC1c1ccc(Br)cc1 (stereo not given)	0.0	2	3	11	-3	1	1	0.1	-4
O=C(NCc1ccccc1)c1ccc(-c2ccccc2C(F)(F)F)o1	·	-2	1	-14	2	-4	3	4.6	-1
CCn1c(C)c(C(C)=O)c(N2CCCCC2)nc1=S	0.0	-10	-4	-11	-5	-6	-5	0.2	-5
Cn1nc(C(F)(F)F)c(C(=O)Nc2ccc(Cl)cc2)c1Cl	-0.1	2	1	-7	1	-4	0	2.1	-3
CCOc1ccc(C)cc1S(=O)(=O)N1CCCCC1	0.1	4	0	-12	-2	-3	0	-1.8	3
CCCOC(=O)C1=C(C)OC23OC(N)=C(C#N)C12C(=O)c1ccccc13 (stereo not given)	0.0	-11	-2	-3	-3	2	2	5.8	1
Cc1ccc(C)n1-c1nnc(N2CCC(C(=O)N3CCN(C)CC3)CC2)s1	-0.2	0	0	7	3	-7	-3	4.4	2
COc1ccc(S(=O)(=O)N2CCOCC2)c(C)c1C	0.0	1	0	1	-1	-5	-3	-1.0	-4
Cc1cccc(CCNC(=O)Cc2ccc(NC3=NC4CS(=O)(=O)CC4S3)cc2)c1 (stereo not given)	0.0	-6	-4	10	1	6	-2	1.9	5
COc1ccc(/C=N/Nc2nonc2N)cc1OC	-0.1	1	4	-12	-4	-1	2	0.1	22
O=C(CCCN1C(=O)c2ccccc2C1=O)Nc1ccc(S(=O)(=O)N2CCCCC2)cc1	0.0	7	6	6	1	3	3	1.1	15
CCOc1ccc(CN2CCCC(CNC(=O)c3ccc(F)cc3)C2)cc1CO (stereo not given)	0.0	1	-3	-11	2	-2	-5	0.9	15
O=C(CSc1nnc(SCc2ccccc2)s1)N/N=C/c1ccc(Cl)cc1Cl	1.4	6	4	9	0	2	1	-1.7	-3
O=C(NCC(c1ccco1)N1CCCCC1)c1cccnc1 (stereo not given)	0.0	·	·	-3	·	·	-4	2.3	-1
NC(=O)c1cccnc1Sc1ccc(Cl)cc1	-0.2	10	0	8	-1	2	0	-0.7	2
CCC1CCCCN1CCCNC(=O)c1ccc2c(=O)n(CCOC)c(=O)[nH]c2c1 (stereo not given)	-0.2	9	0	-2	0	-3	-2	-1.4	-3
CCOc1cccc(C2c3c(oc4ccccc4c3=O)C(=O)N2c2ccccn2)c1 (stereo not given)	-0.1	3	1	9	0	-3	-1	0.2	-2
Cc1ccccc1-n1c(C)c(C#N)c(=O)c(-[n+]2ccccc2)c1[S-]	0.0	-5	-2	10	3	-4	8	-1.4	-1
Cn1c(Cc2ccccc2)nnc1SCC(=O)Nc1ccc2c(c1)OCCO2	-0.2	0	-2	-3	1	-3	-7	6.5	18
CC1CN(C)C(C)c2c1oc1ccc([N+](=O)[O-])cc21 (stereo not given)	0.0	-16	2	-7	0	-2	-1	-1.4	0
CCc1c(C)nc(SCC(=O)N2CCCCC2CC)[nH]c1=O (stereo not given)	0.0	11	-2	-5	-1	-3	-2	-0.7	-5
COc1ccccc1NC(=S)N(CCc1c(C)[nH]c2ccccc12)Cc1cccs1	0.3	-5	-6	7	13	3	-5	5.3	14
Cc1cc(OC(C)C(=O)Nc2ccncc2)ccc1Cl (stereo not given)	0.0	9	-2	2	-3	-1	5	3.1	-19
O=C(Nc1ccc(-c2csc(Nc3ccccc3)n2)cc1)c1cc([N+](=O)[O-])cc(C(F)(F)F)c1	-0.1	1	3	-4	2	33	0	-1.1	3
Cn1ncc([N+](=O)[O-])c1C(=O)Nc1ccc(C2CCCCC2)cc1	-0.2	3	1	-1	-6	7	2	4.6	-3
Cc1ccsc1C(=O)OCC(=O)NC1CCCCC1C (stereo not given)	0.1	·	·	-3	·	·	-3	-0.3	10
CC1CCN(CCCCOc2ccc(Cl)cc2)CC1	0.2	-10	5	5	0	4	-2	0.9	18
O=S(=O)(Nc1ccc(Cc2ccncc2)cc1)N1CCCC1	0.1	4	2	3	1	9	0	1.6	-1
Cc1ccc(Cn2nc(C)cc2C(=O)Nc2ccccc2Cl)cc1	-0.2	9	1	-1	-2	-7	2	0.7	-35
O=C(NCCc1c[nH]c2ccccc12)C1CCN(S(=O)(=O)c2ccccc2)CC1	0.0	0	-2	-13	1	2	-4	0.2	5
Cc1cc(C)cc(Nc2ccc([N+](=O)[O-])nc2[N+](=O)[O-])c1	-0.1	6	2	4	4	12	-2	2.1	8
NS(=O)(=O)c1ccc(CCNC(=O)c2ccc3c(c2)N(Cc2ccccc2)CCS3)cc1	-0.1	11	2	-1	-3	-3	5	3.9	12
Cc1ccc(S(=O)(=O)N(C)CC(=O)O/N=C(\N)c2cccc([N+](=O)[O-])c2)cc1	0.1	4	-58	6	1	-5	0	1.1	-14
CCCS(=O)(=O)n1nc(-c2ccc(OC)cc2)cc1N	-0.2	-4	0	-9	0	1	0	1.4	6
CCCSc1nc(C)c2cc(C)cc(C)c2n1	0.1	-7	0	-6	-1	0	-3	1.1	-3
COC(=O)c1ccccc1NC(=O)CSc1nnc(C(CO)NC(=O)c2ccccc2)n1C (stereo not given)	0.1	-11	7	-5	-1	-5	0	0.1	7
Cc1nn(C)c(C)c1NC(=O)C12CC3CC(CC(C3)C1)C2	0.0	-1	0	9	-2	-1	-2	-1.6	3
CCOC(=O)C(CC)(CCC(=O)O)c1csc(N)n1 (stereo not given)	0.3	-10	5	4	-1	-5	-4	-0.4	-2
O=C(/C=C/c1ccccc1)NC(=S)NNS(=O)(=O)c1ccccc1	0.3	6	-4	18	-2	-3	-2	-0.3	0
CC(=O)Nc1ccc(S(=O)(=O)N2CCN(Cc3ccccc3[N+](=O)[O-])CC2)cc1	0.1	-6	1	-25	1	2	-1	2.5	6
CCOc1ccccc1-n1nnnc1SCC(=O)O	-0.1	-1	-4	-8	-1	-7	-1	1.5	5

Two entries from above, reformatted.
Cc1ccccc1-n1c(C)c(C#N)c(=O)c(-[n+]2ccccc2)c1[S-]
  Efflux pump mplx: 0.0
  EBNA-1 inhibitor: -5
  Fh CTSL1 inh: -2
  ZTA DNA inh: 10
  TPT1 inhibitor: 3
  HCV core dimer: -4
  PP1 inh: 8
  PP5 primary: -1.4
  PREPL inhibitor: -1
CCc1c(C)nc(SCC(=O)N2CCCCC2CC)[nH]c1=O (stereo not given)
  Efflux pump mplx: 0.0
  EBNA-1 inhibitor: 11
  Fh CTSL1 inh: -2
  ZTA DNA inh: -5
  TPT1 inhibitor: -1
  HCV core dimer: -3
  PP1 inh: -2
  PP5 primary: -0.7
  PREPL inhibitor: -5

Additional compounds.
structure	Efflux pump mplx	EBNA-1 inhibitor	Fh CTSL1 inh	ZTA DNA inh	TPT1 inhibitor	HCV core dimer	PP1 inh	PP5 primary	PREPL inhibitor
Cc1cc(-c2ccco2)n2c(nc3ccccc32)c1C#N	0.1	1	-3	-21	-4	12	-1	3.0	0
Cc1ccc(-c2cc(C(F)(F)F)n3ncc(C(=O)N4CCN(C)CC4)c3n2)cc1	-0.1	0	-1	5	1	1	0	-0.2	0
CCn1ncc(NC(=S)Nc2ccc3c(c2)OCO3)c1C(N)=O	-0.2	-1	4	0	-4	-2	0	4.8	12
COc1ccc(F)cc1S(=O)(=O)NC1CCCC1	0.2	-5	-1	-6	0	-1	-3	2.6	10
CCCC(=O)NC(Nc1ccccc1F)C(Cl)(Cl)Cl (stereo not given)	-0.1	3	-3	6	3	-1	-6	0.5	5
CCN(CC)c1ccc(C2C3CCCCC3(O)CCN2CC(=O)N2CCCCC2)cc1 (stereo not given)	0.1	2	1	3	0	10	1	-0.9	22
Cc1cc(C(=O)Nc2ccncc2)ccc1[N+](=O)[O-]	-0.2	-5	4	-4	-5	4	2	0.6	2
O=C(COC(=O)COc1ccccc1)NCCc1ccccc1	0.0	-4	-8	11	1	-3	-7	-2.5	-6
CCO[C@H]1OC(C(=O)NCc2ccccc2)=C[C@@H](c2ccccc2)[C@@H]1CCCO	0.0	2	0	-18	-4	-2	1	1.3	0
Cc1nn(CC(=O)N2CCN(C34CC5CC(CC(C5)C3)C4)CC2)c(C)c1[N+](=O)[O-]	0.0	-5	-1	4	-4	6	0	2.5	-5
COc1ccc(-c2noc(-c3ccc4c(c3)OCO4)n2)cc1	0.0	-2	0	-12	-3	-6	2	1.5	14

This is a subset. The share of hits here may be higher or lower than overall.
